High-throughput results deposited in PubChem BioAssay by several laboratories.
E-sel TNF inh – TNF alpha driven E-selectin expression inhibition; actives 0.71% (n = 120,000); HUVEC TNFa-induced E-selectin immunofluorescence, high content; inhibition, % at 2 µM;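 active means inhibition above the batch mean plus 3 SD, and confirmed as a hit on visual image review, cut at about 43% in these data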;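 further: 0% = TNF-stimulated DMSO wells and 100% = unstimulated control wells; not every result past the cut was called active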
NPY Y2 blocker – antagonists of human neuropeptide Y receptor Y2; P49146; NPY-Y2 expressing cells, antagonist mode; inhibition, % at 2.7 µM; actives 0.99% (n = 140,000); AID 793; in the data active means inhibition above about 17%;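 further: 0% = vehicle with agonist challenge and 100% = reference antagonist with challenge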
Target sequence (P49146 whole entry, looked up): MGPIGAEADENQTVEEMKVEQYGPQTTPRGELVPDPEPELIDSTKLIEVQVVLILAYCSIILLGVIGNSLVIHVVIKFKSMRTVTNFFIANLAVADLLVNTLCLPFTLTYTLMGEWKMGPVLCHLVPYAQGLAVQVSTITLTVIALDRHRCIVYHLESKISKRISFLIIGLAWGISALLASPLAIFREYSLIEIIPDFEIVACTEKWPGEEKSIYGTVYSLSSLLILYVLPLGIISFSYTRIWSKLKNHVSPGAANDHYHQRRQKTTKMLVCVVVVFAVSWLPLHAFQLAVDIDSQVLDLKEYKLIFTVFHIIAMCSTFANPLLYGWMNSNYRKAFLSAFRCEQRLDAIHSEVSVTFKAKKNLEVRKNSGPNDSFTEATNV
HCT116 bCat-KO – beta-catenin-lacking colon tumor cell growth suppression. viability, % at 10 µM. HCT116 beta-catenin knockout viability, CellTiter-Glo, 60 h; active compounds read low. actives 1.5% (n = 140,000);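 active means viability at or under a set limit, the compound median less 4 SD, cut at about 6% in these data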;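 further: 0% = Hyamine 1622 control at 20 µM and 100% = untreated cell control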
GALR2 antag – GALR2 (human) receptor antagonism; GALR2-expressing cells, antagonist mode; inhibition, % at 4 µM; actives 0.39% (n = 140,000); in the data active means inhibition above about 27%;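 further: cells stimulated with galanin 1-16 at roughly its EC80; 0% = agonist challenge control and 100% = basal control without agonist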
Target sequence (O43603 whole entry, looked up): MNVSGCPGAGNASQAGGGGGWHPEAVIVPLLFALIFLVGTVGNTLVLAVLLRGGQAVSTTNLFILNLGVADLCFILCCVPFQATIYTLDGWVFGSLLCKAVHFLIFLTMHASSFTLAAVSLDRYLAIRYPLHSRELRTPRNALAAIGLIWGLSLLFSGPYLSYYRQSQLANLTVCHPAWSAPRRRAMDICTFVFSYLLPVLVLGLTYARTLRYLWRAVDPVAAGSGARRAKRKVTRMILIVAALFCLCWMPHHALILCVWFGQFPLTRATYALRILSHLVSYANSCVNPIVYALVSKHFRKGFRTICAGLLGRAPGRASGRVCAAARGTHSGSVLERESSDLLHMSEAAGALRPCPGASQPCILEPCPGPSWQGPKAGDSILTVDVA
PTEN del growth – suppresses growth of cells with PTEN deletion; HCT116 PTEN-null viability, CellTiter-Glo, 60 h; active compounds read low; actives 1.2% (n = 140,000); viability, % at 10 µM; AID 827;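 active means viability at or below a set limit, 4 SD under the median of all tested compounds, cut at about 3.7% in these data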;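 further: PTEN knockout HCT116 line with beta catenin targeted HCT116 as companion control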
Measles CPE – protection of cells from measles virus; Measles virus-infected cells, CPE protection, absorbance; protection (pct of control), % at 4 µM; actives 1.5% (n = 140,000); AID 841; in the data active means protection mostly above about 24%, no sharp cut-off; inactive means mostly below about 26%; further: some compounds called inactive have numbers as strong as hits
Phagocyt inh – macrophage phagocytosis inhibition; J774A.1 macrophage IgG-bead phagocytosis, imaging; inhibition, % at 5 µM; actives 0.07% (n = 110,000);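 active means inhibition above the mean of the plate negative controls plus 5 SD, cut at about 13% in these data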;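 further: phagocytic index as fraction of beads internalized from green versus red external bead signal; plate controls were DMSO negative control for no effect and cytochalasin-D positive control for full effect; some results beyond the cut were filed as inactive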
Yeast lifespan up – extends the lifespan of yeast | S. cerevisiae growth with nicotinamide, OD615; deaD strain in restrictive glucose medium | inhibition of the nicotinamide effect, % at 10 µM | actives 0.68% (n = 130,000) | AID 775;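 active means inhibition above a set limit, placed 3 SD over the median of all compounds, cut at about 26% in these data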;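 further: 0% = nicotinamide-treated wells and 100% = cells grown without nicotinamide; some compounds called inactive have numbers as strong as hits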
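System: Modified budding yeast, DeaD strain | Buffer or medium: Restrictive glucose medium | Also added: 1.5 mM nicotinamide | Doses: 10 µM single point, 0.25% DMSO | Schedule: 48 h compound exposure at 30 °C, humidified | Detection: Absorbance at 615 nm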
BB579 growth dn – chemicals that inhibit yeast BB579 growth in restrictive medium (lifespan-shortening candidates); AID 804; actives 0.51% (n = 140,000); inhibition, % at 10 µM; S. cerevisiae BB579 growth, OD615, 48 h;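 active means inhibition above a set limit, 3 SD over the mean compound inhibition, cut at about 44% in these data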; further: inactives centre near -24
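Assay system: S. cerevisiae DeaD strain BB579 yeast. Medium: CSMM-D restrictive synthetic medium containing dextrose (glucose). Times: 4 h cell preincubation, 48 h compound exposure, 30 °C humidified. Signal: OD615 turbidity measurement. Benchmarks: positive control amphotericin B 10 µg/mL.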
MRP1 act – activators of MRP-1; H69AR cells + doxorubicin, viability rescue, CellTiter-Glo; viability increase, % at 10 µM; actives 0.61% (n = 140,000); AID 799;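 active means viability gain under doxorubicin at or above a set limit, the compound median plus 3 SD, cut at about 4.7% in these data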;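 further: MRP-1 overexpressing cells given doxorubicin 25 µM after compound pretreatment; 18-22 h compound pretreatment then 72 h with doxorubicin before readout; 0% = doxorubicin-only wells and 100% = vehicle-treated cells without doxorubicin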
Starred values were filed as active, the others as inactive; / = not tested or not shown; & = joins results of further samples.

SMILES	E-sel TNF inh	NPY Y2 blocker	HCT116 bCat-KO	GALR2 antag	PTEN del growth	Measles CPE	Phagocyt inh	Yeast lifespan up	BB579 growth dn	MRP1 act
Cc1cc(C(=O)N/N=C/c2ccco2)c2ccccc2n1	/	2.1	88.0	-8.1	93.0	7.8	/	4.0	-12.8	-3.0
Cc1c(Br)c(=O)[nH]c(=O)n1COCc1ccccc1	-2.5	5.7	93.4	-3.5	99.5	16.2	0.1	-14.2	-15.3	-1.0
COC(=O)c1[nH]c2cccc(C)c2c1NC(=O)CN1CCCc2ccccc21	1.2	3.3	80.0	18.5	67.8	15.1	/	1.4	-9.8	-3.4
CCOc1ccc(NC(=O)CN2C(=O)COc3ccc(Cl)cc32)cc1	9.2	-0.8	92.0	-0.1	95.6	6.9	0.5	-6.6	-32.1	2.7
COc1ccc2nc3oc(C(=O)N4CCC(C(N)=O)CC4)cc3cc2c1	/	0.4	100.0	-3.0	102.4	4.4	/	-22.1	-5.0	-2.2
Nc1ccc(C(=O)OCc2nc3ccccc3[nH]2)cc1	-4.6	-1.3	99.0	12.5	108.1	16.6	-0.9	-10.4	-69.0	-1.7
CC1=C(C(=O)OCc2ccccc2)C(c2ccc(Cl)cc2Cl)NC(=O)N1CCCC(=O)O (configuration not stated)	23.4	1.3	84.0	4.9	93.0	2.3	/	11.0	-47.0	-2.7
Nc1ccc(S(=O)(=O)c2cccc(N)c2)cc1	-28.0	0.3	99.6	-1.5	100.8	5.3	-0.9	-2.7	13.4	-2.0
COCCNCC(=O)C12CC3CC(CC(C3)C1)C2	28.5	1.9	97.2	-8.8	89.8	8.3	-1.5	-6.6	0.1	0.6
CCC(=O)N1CCN(c2ccc(NC(=O)c3cc4ccccc4o3)cc2)CC1	11.1	0.8	86.1	-11.9	72.5	19.5	/	/	-56.5	1.4
O=C(C1COc2ccccc2O1)N1CCN(c2ccccc2F)CC1 (configuration not stated)	/	4.4	90.4	3.3	96.6	2.2	-1.3	-11.8	-48.9	-0.7
COc1ccc(C2C(C#N)=C(N)OC3=C2C(=O)CC(C)(C)C3)cc1Cn1nc(C)c([N+](=O)[O-])c1C (configuration not stated)	-34.1	3.1	75.6	-4.5	76.8	9.2	-0.3	2.4	-8.8	-0.9
Cn1c(=O)c2c3c(sc2n2c(SCC(N)=O)nnc12)CC(C(C)(C)C)CC3 (configuration not stated)	-32.8	6.2	1.4*	0.0	4.7	3.8	0.1	-19.5	11.8	-4.2
COc1ccc(CNC(=O)/C=C/c2ccc(S(=O)(=O)NCc3ccco3)cc2)cc1OC	0.2	2.4	81.2	-0.6	77.3	11.6	-5.5	-0.4	8.2	-2.0
O=C(Cc1ccc(Cl)cc1)N/N=C1\CCCc2ccccc21	-0.2	4.0	83.9	0.3	84.4	13.0	/	-18.7	-29.9	4.5
CCCOC(=O)Cc1n[nH]c(=O)[nH]c1=O	27.3	-2.1	92.6	6.1	91.2	2.1	-1.0	2.9	-4.3	-0.2
COc1cc2cc(C(=O)O)n(C)c2c(OC)c1OC	-19.6	8.4	84.2	8.1	89.3	14.0	-0.4	-19.6	-2.6	-2.5
COc1ccc(-c2cc(C(=O)N3CC4(C)CC3CC(C)(C)C4)no2)cc1 (configuration not stated)	2.5	-1.0	44.3	-21.4	38.4	11.1	0.4	-6.5	-7.0	0.0
C/C(=N\NS(=O)(=O)c1cccc([N+](=O)[O-])c1)c1cc2ccccc2o1	-10.5	5.3	96.8	8.2	94.4	3.5	-2.0	-0.9	-59.7	-0.1
CCn1cc([N+](=O)[O-])c(C(=O)Nc2c(C)nn(Cc3c(F)c(F)c(F)c(F)c3F)c2C)n1	35.1	3.6	96.5	-6.7	107.5	3.8	/	-7.4	-39.8	-0.1
CN(C)S(=O)(=O)c1cccc(C(=O)OCC(=O)c2ccc3c(c2)NC(=O)CO3)c1	21.9	4.4	91.0	10.0	94.6	16.5	/	-9.0	-32.6	-2.9
C=CCOc1ccc2ccccc2c1/C=N/O	15.4	20.0*	90.1	-5.9	88.9	6.8	-0.4	-10.1	-51.1	1.7
O=C(CSc1ncnc2sc3c(c12)CCCC3)N1CCC(c2noc3ccc(F)cc23)CC1	-9.0	2.2	43.6	7.8	50.3	7.0	1.5	-8.9	-25.8	-0.2
CCOC(=O)c1cccc(NC(=O)CSc2nnc(-c3cccnc3)n2CC)c1	-13.6	2.2	87.5	5.3	87.8	2.3	-0.3	-15.7	-9.3	-2.8
CCn1c(Cc2ccccc2)nnc1SCC(=O)Nc1ccc2c(c1)OCCO2	-20.5	5.0	110.2	4.3	97.0	3.5	0.6	-15.8	-29.7	-1.3
Nc1ccc(C(=O)OCC(=O)N2CCc3ccccc3C2)cc1[N+](=O)[O-]	-7.4	-0.2	104.7	18.8	89.3	39.4	4.8	-6.9	0.0	-0.8
Cc1nc2ccc(Cc3ccc4nc(C)[nH]c4c3)cc2[nH]1	-3.9	-1.3	90.0	-4.5	95.0	18.5	/	/	-33.6	-0.9
O=[N+]([O-])c1ccc(Nc2ccc(F)cc2)nc1	/	-0.7	96.9	8.6	86.9	13.2	-2.7	-6.8	-39.0	-2.8
NC(=O)CC[C@@H]1NC(=O)[C@@H]2CCCN2C(=O)c2cc([N+](=O)[O-])cc(I)c2NCCC[C@@H](C(=O)NC(CC(=O)O)C(N)=O)NC1=O (some centres not stated)	-9.2	0.8	96.0	4.7	103.9	5.0	/	2.5	-26.5	-1.3
C/C(=N\OC(=O)c1ccc(Cl)cc1)c1nccs1	9.9	0.1	106.0	5.8	98.5	3.7	/	-28.4	4.1	-2.2
NC(=O)COc1ccc(C2c3c(oc4ccccc4c3=O)C(=O)N2CC2CCCO2)cc1 (configuration not stated)	5.4	-0.8	94.1	-17.8	110.7	16.2	-0.9	-9.8	-6.0	-4.8
Cc1ccc(O)c(-c2cc(-c3cccc(F)c3)n[nH]2)c1	-2.2	-3.0	39.6	6.7	46.5	28.9	-2.3	-12.8	99.1*	-5.2
CC(C)Oc1ccc(Br)cc1/C=N\NC(N)=S	/	7.0	78.5	7.6	80.5	4.1	/	3.0	-19.0	-3.6
COc1ccc(-c2cc(=O)c3cc(OC)c(OC)cc3[nH]2)cc1	/	0.8	90.7	6.1	89.1	3.0	/	-4.9	-14.1	-0.4
CCOC(=O)N1CCN(c2nc(=S)n(-c3ccccc3)c(C)c2C(C)=O)CC1	/	-1.0	99.6	-9.4	96.3	19.3	-0.3	-10.0	-37.5	-0.5
Fc1ccc(-c2ccnc(=S)[nH]2)cc1	11.3	4.3	98.5	4.4	100.2	2.5	-0.8	-26.2	17.9	-2.8
Cc1c(NS(=O)(=O)c2ccc3c(c2)n(C)c(=O)n3C)c(=O)n(-c2ccccc2)n1C	-20.5	0.8	87.8	2.9	98.5	1.7	-1.3	-1.0	-24.9	-3.8
CN(C)S(=O)(=O)c1ccc(-c2ccccc2)cc1	10.3	1.4	89.6	11.1	88.4	4.1	-0.2	-12.4	-25.7	-0.5
CCOC(=O)NC(NC(=O)OCC)C(=O)c1ccccc1	/	-0.3	95.1	-3.4	90.3	33.0	/	-4.7	-13.5	1.3
COc1ccccc1N1CCN(C(=O)Cn2nnc(-c3ccncc3)n2)CC1	-30.6	-1.1	98.7	-19.3	99.9	5.0	-0.3	-7.7	-70.4	-0.4
O=C(Nc1ccc(F)cc1)Nc1ccc(N2CCCC2)c(S(=O)(=O)Nc2ccccc2Cl)c1	/	-2.1	2.8*	5.7	1.9*	3.4	-10.7	3.0	-27.2	-4.3
CCOc1ccc2nc(SCC(=O)c3ccccc3)sc2c1	-30.3	8.1	100.9	-6.0	102.8	10.4	-0.3	-8.7	-77.8	1.8
COc1ccccc1N1CCN(c2nc(C)nc3c2oc2ccccc23)CC1	-0.1	19.5*	16.8	1.7	19.9	12.0	9.4	-7.0	-26.8	-2.4
CCS(=O)(=O)N1CCCC(C(=O)NCc2ccccc2Cl)C1 (configuration not stated)	1.3	0.3	93.1	5.7	94.0	6.2	/	-3.0	-13.7	-3.4
CC(=O)Nc1cccc(OC(=O)N2CCOCC2)c1	-21.6	1.6	94.9	10.7	99.0	1.8	1.7	-0.7	-28.4	-0.4

Just Measles CPE, for some of the entries so far:
Molecule,Measles CPE
CCOC(=O)N1CCN(c2nc(=S)n(-c3ccccc3)c(C)c2C(C)=O)CC1,19.3
Cc1ccc(O)c(-c2cc(-c3cccc(F)c3)n[nH]2)c1,28.9

Next part.
SMILES	E-sel TNF inh	NPY Y2 blocker	HCT116 bCat-KO	GALR2 antag	PTEN del growth	Measles CPE	Phagocyt inh	Yeast lifespan up	BB579 growth dn	MRP1 act
COc1ccc(C2CC(c3ccccc3)=NN2S(=O)(=O)c2ccc(C)cc2)c(OC)c1 (configuration not stated)	/	4.2	68.2	-3.5	75.0	3.6	/	6.8	4.4	-1.9
CC(C)(C)C1=CC(=Nc2ccccc2N)C=C(C(C)(C)C)C1=O	/	0.9	95.0	-5.6	94.2	3.6	/	3.9	-30.5	-0.8
Cc1ccc2nsnc2c1S(=O)(=O)N(Cc1ccco1)Cc1cc2ccc(C)c(C)c2[nH]c1=O	/	0.8	79.1	1.3	62.9	4.7	-3.7	-3.5	-22.5	-3.7
Cc1ccc(S(=O)(=O)C(C#N)c2nc3ccccc3nc2N2CCN(C)CC2)cc1 (configuration not stated)	-7.0	-1.4	96.2	13.3	106.0	3.1	-0.8	1.8	-31.3	-1.8
Cc1ccc(/C=C2\Oc3cc(OC(=O)N4CCOCC4)ccc3C2=O)cc1	/	-2.0	88.1	6.1	88.5	10.8	/	-4.1	-29.1	-1.9
CCN(CC)CCNc1ncnc2c1[nH]c1ccc(OC)cc12	/	5.3	77.6	14.5	83.1	8.6	/	-11.9	-9.0	-0.5
Cc1ccccc1Oc1cccc(C(=O)/C(C#N)=C/N(C)C)c1	4.1	6.7	92.9	-5.6	101.3	17.3	-0.8	-10.0	-80.2	-0.2
O=c1oc2ccccc2c2c1SC(C(F)(F)F)C2 (configuration not stated)	7.9	4.0	92.6	10.2	104.2	10.5	0.0	-11.7	-15.0	0.1
COc1ccc(S(=O)(=O)N(Cc2cc3cc(C)ccc3[nH]c2=O)CC2CCCO2)cc1 (configuration not stated)	/	1.0	97.7	-7.9	117.0	1.1	-1.1	-10.3	-25.7	1.1
O=S(=O)(c1ccccc1)N(Cc1nc(-c2ccccc2)no1)C1CCCCC1	-17.3	12.4	73.1	-8.5	77.6	/	-1.2	-4.0	-53.6	0.3
Cc1ccc(Cn2nnc3c(=O)[nH]c(C(=O)NCc4ccco4)nc32)cc1	-3.0	8.0	97.0	7.8	92.0	27.0	-1.9	-4.6	-28.6	-1.6
COc1ccccc1/C=N/n1cnnc1	-5.8	-1.0	98.1	8.3	107.9	6.1	2.3	-8.1	-39.6	0.5
CN(C)c1ccc(CNc2ccc3c(c2)ncn3C)cc1	28.8	1.9	83.2	-7.5	91.1&79.4	5.0	-1.2	3.9	-42.4	-2.8
